NRP1-CendR mod – modulators of CendR peptide binding to NRP-1, primary screen, biochemical, fluorescence polarization, uHTS; Neuropilin-1 (Homo sapiens), O14786; FAM-RPARPAR peptide binding to NRP-1; inhibition, % at 25 µM; hit rate 0.85% among 360,000; AID 602438, 2012;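 active means inhibition or corrected inhibition above about 18%, plus a signal ratio from 0.5 to 1.5, limit read from the data, passing the limit was not always enough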; further: strong numbers were not always called active
Target sequence (O14786 whole entry, looked up): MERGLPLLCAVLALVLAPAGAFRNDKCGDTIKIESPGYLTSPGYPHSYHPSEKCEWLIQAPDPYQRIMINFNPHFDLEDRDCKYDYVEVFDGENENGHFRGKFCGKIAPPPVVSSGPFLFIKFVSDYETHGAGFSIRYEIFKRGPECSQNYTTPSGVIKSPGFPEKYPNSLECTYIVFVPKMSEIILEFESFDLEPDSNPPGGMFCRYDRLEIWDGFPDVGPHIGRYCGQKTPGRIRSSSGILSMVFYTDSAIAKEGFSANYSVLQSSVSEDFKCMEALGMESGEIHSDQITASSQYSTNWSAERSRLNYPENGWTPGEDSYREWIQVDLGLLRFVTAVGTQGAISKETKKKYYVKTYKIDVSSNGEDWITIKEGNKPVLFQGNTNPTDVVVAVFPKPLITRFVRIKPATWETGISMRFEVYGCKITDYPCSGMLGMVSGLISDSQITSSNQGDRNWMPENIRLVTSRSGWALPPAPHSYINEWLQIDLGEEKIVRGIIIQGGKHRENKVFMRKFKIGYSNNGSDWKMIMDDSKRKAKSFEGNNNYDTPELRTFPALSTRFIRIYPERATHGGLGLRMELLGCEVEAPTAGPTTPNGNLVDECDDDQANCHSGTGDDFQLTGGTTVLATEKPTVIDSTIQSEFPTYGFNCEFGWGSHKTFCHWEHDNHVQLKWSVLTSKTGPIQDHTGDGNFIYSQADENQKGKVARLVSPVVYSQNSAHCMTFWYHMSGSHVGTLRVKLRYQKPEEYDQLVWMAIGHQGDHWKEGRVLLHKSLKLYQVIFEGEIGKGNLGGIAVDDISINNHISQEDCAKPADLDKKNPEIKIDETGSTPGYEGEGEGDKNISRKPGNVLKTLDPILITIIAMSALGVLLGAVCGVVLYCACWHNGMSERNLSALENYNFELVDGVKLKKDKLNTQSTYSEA
STEP inh – STEP phosphatase inhibitors, primary screen, biochemical, fluorescence intensity, uHTS. Tyrosine-protein phosphatase non-receptor type 5 (Homo sapiens), P54829. recombinant STEP, OMFP fluorogenic substrate. inhibition, % at 20 µM. hit rate 0.25% among 360,000. AID 588621, 2011;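 active means inhibition at 20 µM, scaled per plate between control wells, above about 37%, limit read from the data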;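 further: 0% = DMSO with enzyme and substrate and 100% = substrate only without enzyme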
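medium = Bis-Tris buffer pH 6.0, 2.5 mM DTT, 0.005% Tween 20 | test system = STEP (striatal-enriched tyrosine phosphatase) enzyme, cell-free | measure = normalized % inhibition | compound dosing = 20 µM, 1% DMSO | also added = 25 µM OMFP | schedule = reaction 20 min, ambient temperature | measured by = fluorescence read at 480 nm ex / 540 nm em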
E coli Lon inh – inhibitors of E. coli Lon protease, primary screen, biochemical, fluorescence polarization. purified E. coli Lon protease. hit rate 0.42% among 360,000. P0A9M0. inhibition, % at 7.94 µM; in the data active means inhibition above about 13%, passing the limit was not always enough;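 further: 0% = enzyme with probe and DMSO and 100% = no enzyme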
SUMO1-SIM PPI – modulators of SUMO1 protein-protein interactions, primary screen, biochemical, uHTS; SUMO1 binding to a labelled peptide, TR-FRET, 1 h; hit rate 0.33% among 360,000; inhibition, % at 20 µM; AID 602429, 2012; in the data active means inhibition above about 37%
MsrA inhibitor – bovine MsrA enzyme inhibitors, primary screen, biochemical, absorbance, HTS | Methionine sulfoxide reductase A (Bos taurus) | AID 651718, 2012 | hit rate 0.75% among 360,000 | purified bovine MsrA, absorbance read-out | inhibition, % at 15.5 µM; in the data active means inhibition above about 4.5%;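 further: 0% = vehicle wells with enzyme and 100% = reference inhibitor wells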
DNMT1 inh – human DNMT1 methyltransferase inhibitors, primary screen, biochemical, molecular beacon, fluorescence, HinP1I cleavage, uHTS; inhibition (reported as % activation of signal), % at 10 µM; hit rate 0.83% among 360,000; in the data active means inhibition above about 50%
MsrA act – bovine MsrA enzyme activators, primary screen, biochemical, absorbance, HTS | purified bovine MsrA, absorbance read-out | hit rate 0.3% among 360,000 | activation, % at 10.6 µM | AID 602163, 2012 | Methionine sulfoxide reductase A (Bos taurus); in the data active means activation above about 7.5%;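 further: 0% = vehicle and 100% = reference activator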
Tb MetRS inh – T. brucei MetRS inhibitors, primary screen, biochemical, luminescence; hit rate 0.4% among 360,000; purified T. brucei MetRS, ATP depletion, Kinase-Glo luminescence; inhibition, % at 11.9 µM;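 active means inhibition above a per-plate cutoff of the control wells' mean inhibition plus 3 SD, cut at about 5.5% in these data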;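 further: 0% = DMSO wells median and 100% = median of wells with control inhibitor compound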
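technique = Kinase-Glo luminescence, ATP depletion format | system = purified MetRS (methionyl-tRNA synthetase) enzyme from Trypanosoma brucei | timing = 15 min preincubation, 2 h reaction, all 25 °C | evaluation = percent inhibition versus plate control medians | dosing = single dose, 11.9 µM final nominal, 0.9% final DMSO | also added = substrates ATP, L-methionine and bulk Escherichia coli tRNA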
LMPTP inh – LMPTP phosphatase inhibitors, primary screen, biochemical, fluorescence intensity, uHTS | inhibition, % at 20 µM | recombinant LMPTP-A, OMFP fluorogenic substrate | AID 651560, 2012 | Low molecular weight phosphotyrosine protein phosphatase (Homo sapiens), P24666 | hit rate 0.22% among 360,000;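 active means compounds that cut the enzyme signal by at least half of the control window in the single-dose screen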;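 further: plate controls were DMSO wells with enzyme plus substrate for no effect and substrate without enzyme for full effect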
Target sequence (P24666 whole entry, looked up): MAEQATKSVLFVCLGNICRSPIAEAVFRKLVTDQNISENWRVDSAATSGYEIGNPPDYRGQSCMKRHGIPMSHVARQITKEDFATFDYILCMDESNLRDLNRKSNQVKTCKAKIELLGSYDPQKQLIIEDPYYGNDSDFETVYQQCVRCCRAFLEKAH
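Test system – LMPTP-A enzyme · Amount – LMPTP-A at 0.625 nM final in the reaction · Buffer or medium – Bis-Tris pH 6.0, DTT, detergent · Reagent – OMFP 400 µM · Doses – single 20 µM dose · Schedule – reaction 50 min, room temperature, dark · Detection – fluorescence intensity of OMFP turnover product · Evaluation – percent inhibition versus substrate-only and uninhibited controls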
Scp-1 inhibitor – Scp-1 phosphatase inhibitors, primary screen, biochemical, colorimetric, uHTS. Carboxy-terminal domain RNA polymerase II polypeptide A small phosphatase 1 (Homo …. Recombinant Scp1, phosphopeptide, malachite green phosphate absorbance. inhibition, % at 20 µM. hit rate 0.88% among 340,000. AID 493091, 2011;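 active means inhibition above about 50% at 20 µM, limit read from the data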;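 further: plate controls were DMSO wells with enzyme for no effect and wells lacking enzyme for full effect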
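System: truncated SCP-1 phosphatase (76-261aa); medium: Tris acetate buffer pH 5.5 with MgCl2 and Tween-20; incubation: 45 min room-temperature reaction, 5 min colour, 30 min stabiliser; compound: single 20 µM dose, 1% DMSO; reagent: Phosphorylated 17-residue peptide substrate; read-out: % inhibition at 20 µM; technique: colorimetric free-phosphate detection, absorbance 630 nm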
Numbers without * were called inactive; nt = no result given.

SMILES	NRP1-CendR mod	STEP inh	E coli Lon inh	SUMO1-SIM PPI	MsrA inhibitor	DNMT1 inh	MsrA act	Tb MetRS inh	LMPTP inh	Scp-1 inhibitor
Fc1ccc(C(OCCN2CCN(CCCc3ccccc3)CC2)c2ccc(F)cc2)cc1	1.8	4.5	-3.6	2.0	1.1	-8.3	-0.5	-0.7	1.8	4.8
CC1(C)CC(=O)c2cc(OCC(=O)N3CCN(Cc4ccccc4)CC3)ccc2O1	1.9	-5.8	5.0	3.0	0.8	-0.8	-2.8	-0.4	-0.5	-4.9
Cc1ccc(-c2cc(C(=O)N3CCC4(CC3)OCCO4)no2)cc1	7.6	-2.2	6.9	2.9	1.5	0.2	-10.0	0.4	-1.8	-0.7
C[C@]12CCC3C(CC[C@H]4CC(=O)CC[C@]34C)C1CCC2=O (some centres undefined)	-13.3	-2.0	3.9	-13.5	0.5	7.2	0.2	-0.5	-0.8	-3.8
CC12Nc3ccccc3C(=O)N1Cc1cnnn1-c1ccccc12 (centres undefined)	5.1	nt	1.9	5.2	-0.5	nt	-4.1	-0.3	-0.4	nt
COC(=O)C1=C(c2ccc(OC)c(OC)c2)C[C@@H]2CC[C@H]1N2C(=O)N1CCCC1	-10.4	-0.7	-3.0	1.6	-0.8	1.4	0.3	-0.4	-0.1	-5.0
CCN(CC)S(=O)(=O)c1ccc(N=Cc2c(O)n(-c3ccccc3)c(=O)[nH]c2=O)cc1	-1.8	2.2	-36.3	2.1	2.5	-2.4	-3.0	-0.8	0.3	2.9
CS(=O)(=O)c1ccc(C2=C(CNC(=O)c3ccncc3)[C@H]3CC[C@@H](C2)N3Cc2ccccc2)cc1	-5.9	1.9	4.1	-5.6	-1.1	4.4	-2.8	-1.1	-1.0	nt
CC(C)(C)c1cc(OC(=O)Cc2ccccc2)ccc1O	-1.4	0.9	4.5	3.4	1.4	-0.4	-5.6	-0.7	1.4	6.3
O=C1/C(=C/c2ccc([N+](=O)[O-])cc2)N2CCC1CC2	-6.2	-0.3	3.9	-17.9	2.1	-2.4	-3.2	0.3	-0.4	-11.2
C=CCn1c(O)c(C(CC)=NCc2ccc3c(c2)OCO3)c(=O)[nH]c1=O	13.6	0.9	12.6	3.6	-0.9	1.0	-5.6	-0.5	-1.3	0.1
CCCCn1nnnc1C(CCc1ccccc1)N1CCC2(CC1)C(=O)NCN2c1ccccc1 (centres undefined)	3.9	1.4	-0.3	5.0	-0.5	-1.0	-0.3	-0.4	2.0	nt
CCOC(=O)C(O)(c1ccc(NC(=S)NC(=O)c2ccc(Cl)cc2Cl)cc1)C(F)(F)F (centres undefined)	9.4	-3.3	14.7	-0.6	-1.1	-18.3	-6.8	-0.5	2.2	-9.8
CCOc1ccccc1N1C(=O)CC(=O)NC1=O	3.4	-1.9	-21.1	3.3	-0.9	1.4	-3.6	-0.7	-1.3	-2.3
CCOC(=O)C1(c2ccccc2)CCN(CCC(=O)Nc2ccccc2OC)CC1	-9.6	-0.9	-6.7	0.0	-0.3	-2.0	-1.7	-0.8	-1.7	-7.3
O=c1c2ccccc2nc(/C=C/c2ccc(O)cc2)n1-c1ccccc1O	-19.3	-3.8	-24.2	-15.3	3.3	-8.0	0.2	-0.2	0.1	-4.1
CN(Cc1cccc(-c2ccncc2)c1)C(=O)Oc1ccccc1Cl	-17.8	nt	-1.8	5.9	nt	nt	-2.4	0.0	-0.2	nt
CC/C(=N\Nc1cccc2ccccc12)c1c(O)[nH]c(=O)[nH]c1=O	-31.0	1.5	-22.1	0.9	0.1	-20.2	-3.1	0.1	0.3	3.0
C/C=C/c1ccc2c(c1)OCO2	-0.9	0.2	6.1	2.2	-0.4	0.7	-4.8	-0.2	-2.3	-6.3
CC(C)(C)c1ccc(C(=O)C2CCCN(Cc3ccon3)C2)cc1 (centres undefined)	3.3	-2.6	-8.5	0.3	0.3	-1.2	-7.8	-0.7	-0.8	1.2
O=c1cccc2n1CC1CNCC2C1 (centres undefined)	7.6	-1.0	2.9	-0.5	1.6	5.0	0.6	-0.6	0.3	-3.8
CCc1nccc2c1[nH]c1ccccc12	1.5	4.5	-12.3	2.2	0.7	-3.4	-2.4	0.2	3.4	-1.3
COc1cc(OC)c2c(c1)O[C@@H](c1ccc(OC)c(OC)c1)[C@H](O)C2	0.5	0.7	-8.2	5.5	-1.0	2.2	-7.2	-1.0	-1.2	3.6
CCN(CC)P(=O)(NC(=O)c1cccn1C)N(CC)CC	-1.4	-2.3	-11.0	-0.9	0.6	-0.6	-8.8	-0.6	-1.1	-3.5
CCCC12CN3CCN(CC(C3)/C1=N\NC(=O)c1ccncc1)C2	-9.2	-0.9	-3.1	-4.1	0.0	0.4	-2.8	0.1	-1.3	6.5

A stretch taken from the entries so far:
SMILES	NRP1-CendR mod	STEP inh	E coli Lon inh	SUMO1-SIM PPI	MsrA inhibitor	DNMT1 inh	MsrA act	Tb MetRS inh	LMPTP inh	Scp-1 inhibitor
CCN(CC)P(=O)(NC(=O)c1cccn1C)N(CC)CC	-1.4	-2.3	-11.0	-0.9	0.6	-0.6	-8.8	-0.6	-1.1	-3.5
CCCC12CN3CCN(CC(C3)/C1=N\NC(=O)c1ccncc1)C2	-9.2	-0.9	-3.1	-4.1	0.0	0.4	-2.8	0.1	-1.3	6.5

Following part:
SMILES	NRP1-CendR mod	STEP inh	E coli Lon inh	SUMO1-SIM PPI	MsrA inhibitor	DNMT1 inh	MsrA act	Tb MetRS inh	LMPTP inh	Scp-1 inhibitor
CN(C)[C@@H]1C(=O)C(C(N)=O)=C(O)[C@@]2(O)C(=O)C3=C(O)c4c(O)cccc4[C@@](C)(O)C3C[C@@H]12 (some centres undefined)	-5.1	9.5	-7.1	37.3*	0.6	84.4*	-9.1	-1.3	41.0	1.3
CC(C)(C)NC(=O)Cn1cc(C(=O)c2ccccc2F)c2ccccc21	6.8	-5.9	2.3	1.2	0.5	7.2	-3.4	-0.2	0.0	-8.7
COc1ccc(CN2C(=O)NC(=O)/C(=C/c3ccc(OC)c(OC)c3OC)C2=O)cc1	-12.0	-2.0	-44.6	10.4	0.5	-2.1	-5.8	0.5	-0.3	-1.9
COc1ccc(CC2C(=O)NC(=O)NC2=O)c(OC)c1	5.3	-6.4	5.8	-3.1	0.0	-9.2	1.6	-0.1	-3.0	-7.9
CCN(C(=O)COC(=O)Cc1ccccc1)c1c(N)n(Cc2ccccc2)c(=O)[nH]c1=O	8.7	-1.1	-11.3	-4.0	0.7	86.5*	-3.6	0.0	-0.4	-7.6
O=C1NC(=O)C(=Cc2ccc(SC3CCCCC3)o2)C(=O)N1	-79.1	0.6	-15.3	8.8	0.2	86.5*	-2.4	0.1	5.4	53.2*
O=c1[nH]c(=S)n(Cc2ccc(F)cc2)c(O)c1/C=N/N1CCCCCC1	-22.0	1.0	-11.2	-2.1	0.2	-4.8	-5.0	-1.0	0.5	-10.7
O=C(c1ccc2c(c1)ncn2C1CCCCCC1)N1CCC2(CC1)OCCO2	-6.1	-1.9	1.7	-0.1	0.9	2.3	1.0	-0.7	0.3	-14.9
Cn1c(O)c(C=NC2CC3CCC2(C)C3(C)C)c(=O)[nH]c1=O (centres undefined)	9.6	-2.9	-7.0	-1.9	-0.2	2.2	-3.4	0.1	-1.5	-1.2
O=C(c1ccccc1)c1ccc(N=Nc2c(O)[nH]c(=O)[nH]c2=O)cc1	-18.2	1.7	0.5	5.3	0.9	10.5	-14.1	-1.1	5.1	2.6
Cc1cc(OC(C)C(=O)NCC(O)c2ccccc2)c2c3c(c(=O)oc2c1)CCCC3 (centres undefined)	-6.1	-2.2	-0.9	-2.5	0.4	-2.2	0.4	-0.2	1.0	-2.2
CCOc1ccc(N2C(=O)NC(=O)/C(=C\c3ccc(N4CCOCC4)cc3C)C2=O)cc1	-25.6	-1.2	-19.1	-2.1	4.4	-4.2	-1.9	0.0	0.9	0.7
COC(=O)C1=C(c2cc3ccccc3s2)C[C@@H]2CC[C@H]1N2C(=O)NCc1ccccc1	-3.7	1.9	-15.4	2.2	-1.6	-7.2	-2.6	0.3	2.2	-5.9
c1ccc(CCN2CCC3(CC2)OCCO3)cc1	-4.6	0.6	10.2	-1.6	0.8	3.6	-6.0	-0.7	-0.9	-12.8
CCn1c(=O)n(CC)c2cc([N+](=O)[O-])c(N3CCNCC3)cc21	1.2	3.9	3.0	-11.8	3.6	2.6	2.9	-0.5	-0.4	-4.9
COCc1cc(OC(=O)N(C)C)nc(-c2ccccc2)n1	-0.1	3.0	-1.3	-2.3	2.6	3.2	2.8	2.3	-1.4	-7.3
C=CCn1c(O)c(/C(C)=N/N2CCCCC2)c(=O)[nH]c1=O	-6.8	-1.0	-10.6	2.2	1.2	-1.3	-4.2	-1.0	-1.2	2.3
CN1C2CCC1CC(OC(=O)c1ccc(Cl)cc1)C2 (centres undefined)	-4.9	-0.9	-4.8	0.0	0.0	3.4	-1.5	-0.9	-1.9	-6.7
CCn1cc(CN2CCCC(C(=O)c3cccc(OC)c3)C2)c(C)n1 (centres undefined)	8.0	2.4	-11.2	-2.7	-1.0	2.8	-3.8	-0.3	-0.1	-6.4
COCCCN1CCN(c2nnc3n2-c2sc(Br)cc2C(c2ccccc2Cl)=NC3)CC1	-1.9	-0.1	-3.1	2.2	0.1	-0.3	-6.9	-0.5	-1.5	-3.6
COc1ccc(-c2nc3ccccc3c(=O)n2-c2cccnc2)cc1	-9.3	-3.1	5.9	-1.6	-0.5	0.3	-2.0	0.1	-0.7	-4.7
O=c1c2ccccc2nc(CBr)n1-c1ccc(Cl)cc1	-10.9	-2.0	7.1	6.0	-0.7	0.4	-1.6	0.0	-1.7	nt
C[C@]12CCC(=O)C=C1CC[C@@H]1[C@@H]2C(=O)C[C@]2(C)C(=O)CC[C@@H]12	-6.2	-0.9	-2.3	0.9	1.7	3.2	-1.6	-0.6	-0.4	-6.3
CCCNS(=O)(=O)c1ccc(OCC(=O)N2CCN(Cc3ccccc3)CC2)cc1	10.9	-2.3	-6.2	3.8	-0.2	-1.6	-0.7	-0.3	-0.4	-2.2

Screens (PubChem BioAssay)

This is a subset; rates above refer to the full screens.
